# Compound activity as filed in PubChem.
# Rac1 mut GTP – modulators of GTP binding to human Rac1 activated mutant; P63000; GST-Rac1 activated beads, fluorescent GTP binding, flow cytometry; actives lie on both sides; 100% means binding = to untreated wells; percent activity (GTP binding), % at 10 µM; 0.11% of 190,000 active;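 active means GTP binding at least 20 percentage points away from the 100% baseline, in either direction, so actives lie on both sides; inconclusive means Compound likely fluorescent itself, or too few beads counted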
# HRas wt GTP bind – human HRas wildtype GTP binding, change in either direction. P01112. GST-Ras wt beads, Bodipy-FL-GTP binding, flow cytometry; actives lie on both sides. GTP binding activity, % at 10 µM. 0.14% of 190,000 active. AID 759;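 active means GTP binding activity at least 20% away from the 100% baseline, either lowered as inhibitor or raised as activator; inconclusive means flagged as likely green fluorescent, judged across all proteins in the well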;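 further: 0% = unlabeled GTP competition control and 100% = no-compound control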
# Target sequence (P01112 whole entry, looked up): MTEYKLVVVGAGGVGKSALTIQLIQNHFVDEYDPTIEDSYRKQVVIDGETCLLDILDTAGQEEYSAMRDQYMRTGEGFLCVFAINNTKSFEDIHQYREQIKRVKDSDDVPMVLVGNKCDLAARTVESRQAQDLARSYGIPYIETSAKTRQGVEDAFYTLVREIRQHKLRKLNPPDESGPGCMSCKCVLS
# Avidin bead fluor – compound fluoresces at 488/530 nm on avidin beads | compound fluorescence 488/530 nm, flow cytometry; active compounds read high | fluorescence (KMESF) at 10 µM | 0.38% of 220,000 active; in the data active means fluorescence above about 47; further: inactives centre near 10
# Cdc42 wt GTP – changes GTP binding to wildtype human Cdc42; P60953; GST-Cdc42 beads, Bodipy-GTP binding, flow cytometry; actives lie on both sides; percent activity (GTP binding), % at 10 µM; 0.2% of 190,000 active; AID 761;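 active means percent activity GTP binding at least 20 points away from the 100% baseline, either down as inhibitor or up as activator; inconclusive means compound flagged as likely green fluorescent from well-wide comparison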;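 further: median bead fluorescence of bound Bodipy-FL-GTP at 100 nM; 0% = excess unlabeled GTP control and 100% = no compound control; below 100% means less GTP binding so inhibitor and above means activator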
# Target sequence (P60953 whole entry, looked up): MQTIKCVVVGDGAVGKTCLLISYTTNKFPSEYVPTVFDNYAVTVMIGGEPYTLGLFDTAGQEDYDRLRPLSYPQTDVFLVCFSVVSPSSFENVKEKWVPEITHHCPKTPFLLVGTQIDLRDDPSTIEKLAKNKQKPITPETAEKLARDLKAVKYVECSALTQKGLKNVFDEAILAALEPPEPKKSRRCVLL
# Pf gametocyte – kills late stage P. falciparum gametocytes | P. falciparum stage V gametocytes, ATP luminescence, 24 h | inhibition, % at 10.9 µM | 0.065% of 150,000 active | AID 743093;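 active means inhibition above the mean plus 3 SD of compounds within the control limits, set per campaign, cut at about 38% in these data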;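 further: 0% = DMSO wells and 100% = medium only without gametocytes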
# ABCG2 inh – inhibitors of human ABCG2 transporter, ABCB1 counter-screen; Q9UNQ0; IgMXP3 cells, JC-1 efflux, flow cytometry; inhibition, % at 6.6 µM; 0.1% of 190,000 active; AID 1325;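 active means inhibition above 80%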;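 further: 0% = DMSO and 100% = nicardipine control wells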
#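 Measure – % inhibition of efflux relative to nicardipine and DMSO · Test system – ABCG2 IgMXP3 and barcoded ABCB1 CCRF-Adr cell mix · Control set – nicardipine as high control, DMSO as low control · Compound – one concentration, 6.6 µM final · Signal – flow cytometry of retained JC-1 fluorescence · Timing – 10 min exposure at 25 °C with rotation, no wash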
# Rab7 wt modul – modulators of GTP binding to dog Rab7 wildtype GTPase. GTP binding activity (percent of control), % at 10 µM. 0.055% of 190,000 active. GST-Rab7 beads, fluorescent GTP binding, flow cytometry; actives lie on both sides; untreated = 100%, excess cold GTP = 0%;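 active means fluorescent GTP binding to Rab7 beads changed by at least 20 points from the 100% baseline, either direction, mostly lower; inconclusive means compound itself probably fluorescent, or too few beads counted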;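 further: median green fluorescence of bound Bodipy-FL-GTP per Rab7 bead population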
# Rac1 wt GTP bind – modulators of human Rac1 wildtype GTP binding. AID 757. GTP binding activity (% of control), % at 10 µM. 0.27% of 190,000 active. GST-Rac1 beads, fluorescent GTP binding, flow cytometry; actives lie on both sides; 0 = cold GTP competed, 100 = untreated;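 active means GTP binding activity at least 20 points away from the 100% control level, either lower or higher; inconclusive means compound flagged as likely green fluorescent, judged across all proteins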
# ABCB1 block – inhibitors of human ABCB1 transporter, ABCG2 counter-screen; P08183; CCRF-Adr cells, JC-1 efflux, flow cytometry; inhibition, % at 6.6 µM; 0.067% of 190,000 active; in the data active means inhibition above about 40%;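 further: 0% = vehicle and 100% = reference inhibitor; higher value means more JC-1 retained so stronger ABCB1 efflux block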
# Rab2 wt GTP – changes GTP binding to wildtype dog Rab2A, up or down. P61105. GST-Rab2 wt beads, Bodipy-GTP binding, flow cytometry. GTP binding activity, % at 10 µM. 0.19% of 190,000 active;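 active means GTP binding activity at least 20 points away from 100%, either lowered or raised; inconclusive means signal likely due to the compound's own green fluorescence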;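 further: 0% = beads with excess unlabeled GTP and 100% = no-compound control corrected for plate trend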
# Mcl1 Noxa PPI – Mcl-1/Noxa interaction inhibition; TR-FRET Mcl-1/Noxa peptide binding, 2 h; inhibition, % at 21.7 µM; 1.5% of 220,000 active; AID 1022;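 active means compounds that cut the protein-peptide binding signal by more than 50% relative to plate controls in a single-dose test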;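 further: His-tagged Mcl-1 with rhodamine Noxa BH3 peptide and terbium anti-His antibody; 0% = Mcl-1 plus Noxa peptide wells and 100% = peptide-only wells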
# Target sequence (Q07820 whole entry, looked up): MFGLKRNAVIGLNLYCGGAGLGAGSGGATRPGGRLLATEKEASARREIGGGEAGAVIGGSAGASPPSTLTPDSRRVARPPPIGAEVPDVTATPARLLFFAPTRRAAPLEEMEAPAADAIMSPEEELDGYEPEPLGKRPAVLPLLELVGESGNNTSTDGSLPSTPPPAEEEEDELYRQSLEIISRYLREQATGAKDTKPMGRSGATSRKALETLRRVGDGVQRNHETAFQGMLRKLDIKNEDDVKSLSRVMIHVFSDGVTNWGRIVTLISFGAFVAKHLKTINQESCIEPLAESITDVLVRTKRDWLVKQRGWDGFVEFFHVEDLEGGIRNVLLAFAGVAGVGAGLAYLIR
# * marks the source's active call; other numbers are inactive results; ? = inconclusive; . = not tested or not shown.
SMILES,Rac1 mut GTP,HRas wt GTP bind,Avidin bead fluor,Cdc42 wt GTP,Pf gametocyte,ABCG2 inh,Rab7 wt modul,Rac1 wt GTP bind,ABCB1 block,Rab2 wt GTP,Mcl1 Noxa PPI
NC12NC(=O)C3(O)C4C5CC(C6C5C3C61)C42 (stereo unspecified),96,99,12,97,-8,-2,101,101,-0.1,100,6
O=C(NC(=S)Nc1ccccc1N1CCOCC1)c1ccc(-c2cc(Cl)ccc2Cl)o1,98,101,5,101,.,-1,101,102,-0.5,102,-2
Cc1ccc(N(C(=O)Cn2nnc3ccccc32)C(C(=O)NC2CCCCC2)c2cn(C)nc2C)cc1 (stereo unspecified),99,100,25,101,-8,0,99,103,-0.1,100,-6
Cc1nnc(SCC(=O)Nc2ccc(-c3nc4ccccc4s3)cc2)s1,99,101,11,102,14,-4,102,104,-1.0,100,-22
CSc1c(C#N)c(N)c(C#N)c2c1COC(C)(C)C2,99,104,12,107,.,3,97,106,0.7,99,-3
CCCN1C2CCCC1CC(NC(=O)c1cc(OC)c(OC)c(OC)c1)C2 (stereo unspecified),100,101,8,100,9,0,105,102,-0.2,102,-3
CCOC(=O)CSc1nc(C)cc(C)c1C(N)=O,97,100,9,97,12,2,104,102,0.3,98,18
O=C(O)C12C[C@H]3C[C@@H](C1)CC(n1ncc(N4CCN(c5ccccc5)CC4)c(Cl)c1=O)(C3)C2,99,101,15,102,.,3,101,102,1.6,99,20
COCCn1c(C)cc(C2=NNC(=Nc3ccc(OC)cc3)SC2)c1C,99,102,7,103,.,2,97,99,0.9,103,-1
CCC(C)NC(=O)CNS(=O)(=O)c1ccc(C)cc1 (stereo unspecified),95,100,21,102,6,0,95,102,0.1,98,16
CCOC(=O)Oc1ccc2c(=O)c(Oc3cccc(C)c3)coc2c1,98,98,40,98,.,0,99,98,0.0,96,1
Cc1ccc2[nH]c(C)c(CCNC(=O)C3CCCCC3C(=O)OCC(F)(F)F)c2c1 (stereo unspecified),99,101,13,99,-20,-11,99,106,-1.1,101,0

# Reformatted: results already given
# The line under a structure holds: Rac1 mut GTP, HRas wt GTP bind, Avidin bead fluor, Cdc42 wt GTP, Pf gametocyte, ABCG2 inh, Rab7 wt modul, Rac1 wt GTP bind, ABCB1 block, Rab2 wt GTP, Mcl1 Noxa PPI
> Cc1ccc(N(C(=O)Cn2nnc3ccccc32)C(C(=O)NC2CCCCC2)c2cn(C)nc2C)cc1 (stereo unspecified)
  99, 100, 25, 101, -8, 0, 99, 103, -0.1, 100, -6
> Cc1nnc(SCC(=O)Nc2ccc(-c3nc4ccccc4s3)cc2)s1
  99, 101, 11, 102, 14, -4, 102, 104, -1.0, 100, -22
> CSc1c(C#N)c(N)c(C#N)c2c1COC(C)(C)C2
  99, 104, 12, 107, ., 3, 97, 106, 0.7, 99, -3
> CCCN1C2CCCC1CC(NC(=O)c1cc(OC)c(OC)c(OC)c1)C2 (stereo unspecified)
  100, 101, 8, 100, 9, 0, 105, 102, -0.2, 102, -3
> CCOC(=O)CSc1nc(C)cc(C)c1C(N)=O
  97, 100, 9, 97, 12, 2, 104, 102, 0.3, 98, 18
> O=C(O)C12C[C@H]3C[C@@H](C1)CC(n1ncc(N4CCN(c5ccccc5)CC4)c(Cl)c1=O)(C3)C2
  99, 101, 15, 102, ., 3, 101, 102, 1.6, 99, 20
> COCCn1c(C)cc(C2=NNC(=Nc3ccc(OC)cc3)SC2)c1C
  99, 102, 7, 103, ., 2, 97, 99, 0.9, 103, -1
> CCC(C)NC(=O)CNS(=O)(=O)c1ccc(C)cc1 (stereo unspecified)
  95, 100, 21, 102, 6, 0, 95, 102, 0.1, 98, 16
> CCOC(=O)Oc1ccc2c(=O)c(Oc3cccc(C)c3)coc2c1
  98, 98, 40, 98, ., 0, 99, 98, 0.0, 96, 1
> Cc1ccc2[nH]c(C)c(CCNC(=O)C3CCCCC3C(=O)OCC(F)(F)F)c2c1 (stereo unspecified)
  99, 101, 13, 99, -20, -11, 99, 106, -1.1, 101, 0

# Additional results
SMILES,Rac1 mut GTP,HRas wt GTP bind,Avidin bead fluor,Cdc42 wt GTP,Pf gametocyte,ABCG2 inh,Rab7 wt modul,Rac1 wt GTP bind,ABCB1 block,Rab2 wt GTP,Mcl1 Noxa PPI
Cc1[nH]n(-c2ccccc2)c(=O)c1C=NCc1ccco1,95,94,22,98,.,1,93,97,0.1,94,-5
COC(=O)c1cc(NC(=O)c2ccc(OC)cc2)c(=O)oc1C,96,98,10,96,0,4,102,99,1.0,101,8
COc1cccc(C(=O)Nc2ccc(NC(=O)c3ccco3)c(Cl)c2)c1,97,100,8,101,10,9,95,101,0.6,98,2
COCCCNC(=O)COc1ccc(S(=O)(=O)Nc2ccccc2)cc1,96,99,15,99,.,6,102,104,-0.3,99,4
O=C(c1cc(Cl)cc(Cl)c1)N1CCOCC1,101,102,36,105,.,-2,101,107,0.3,101,7
COC(=O)C(C)NC(=O)C12CC3CC(CC(C3)C1)C2 (stereo unspecified),100,102,38,105,-7,0,99,103,0.1,102,1
Cc1ccccc1NC(=O)c1ccc(CN2CCC(Cc3ccccc3)CC2)cc1,100,103,14,104,.,5,98,103,1.9,106,-5
CCOC(=O)C1CCN(CC(=O)N2C(C)CCCC2C)CC1 (stereo unspecified),103,102,14,104,7,-1,97,103,-0.1,100,30
CCOc1ncccc1C(=O)N1CCN(c2cccc(C)c2C)CC1,94,95,5,96,1,11,93,95,2.4,93,7
CCOC(=O)N1CCC(N2C(=O)c3ccccc3C2Nc2ccc(S(=O)(=O)N3CCCCC3)cc2)CC1 (stereo unspecified),91,92,9,93,.,0,94,94,3.2,95,-40
O=C(CSc1nnc(-c2cccnc2)n1C1CCCCC1)NC1CCCCC1,100,101,14,99,-9,8,102,107,0.0,101,15
O=C(NCC1CCCO1)C1CCN(C(=O)c2ccc(Br)cc2)CC1 (stereo unspecified),98,101,11,100,17,0,100,98,0.1,100,2
COC(=O)C1CCN(S(=O)(=O)c2cn(C)c(=O)n(C)c2=O)CC1,99,101,7,99,.,2,102,102,0.7,101,10
O=C(C1=C[C@@H](c2coc3ccccc3c2=O)C[C@@H](OCCCCO)O1)N1CCN(Cc2ccc3c(c2)OCO3)CC1,98,95,6,97,8,3,101,98,1.7,95,-13
CCCCC(=O)NC(Nc1cc(C)ccn1)(C(=O)OCC)C(F)(F)F (stereo unspecified),101,103,7,104,.,4,95,102,1.1,104,1
O=C(COC(=O)c1cnc(Cl)c(Cl)c1)NCc1ccc2c(c1)OCO2,91,94,13,94,11,0,94,98,1.2,92,-2
CC1CC(O)(Cc2ccccc2)C(C)CN1C (stereo unspecified),100,104,9,104,.,3,104,107,0.9,103,-2
COC(=O)[C@@H](NC(=O)NCc1ccccc1Cl)C(C)C,100,100,8,102,.,2,99,109,0.7,98,-6
CCNC(=S)N/N=C/c1ccc(OCCOc2ccccc2C)cc1,102,104,13,108,-8,3,104,109,0.0,102,17
Cc1cnc(C(=O)OCC(=O)NCc2ccc3c(c2)OCO3)cn1,94,97,3,97,16,-1,98,100,-0.1,96,1
COc1ccc(C)cc1S(=O)(=O)N1CCN(Cc2ccccc2)CC1,100,100,7,101,1,3,101,103,1.1,101,8
Cc1cc(C(=O)Nc2cccc3ccccc23)n(-c2ccccc2)n1,98,99,13,97,-8,6,98,99,0.3,101,11
O=[N+]([O-])c1cccc(-c2nc(N3CCOCC3)c3ccccc3n2)c1,96,95,8,91,.,25,98,93,2.9,96,8
O=C(O)CN=C(NS(=O)(=O)c1ccccc1)c1ccccc1,99,102,12,102,.,4,102,105,0.9,98,23
COc1ccc(OC)c(C(C)NC(=O)c2ccco2)c1 (stereo unspecified),102,100,4,103,.,1,98,104,0.3,99,0
Cc1cc(NC(=O)C2CC(=O)N(c3ccccc3)C2)no1 (stereo unspecified),103,102,4,104,0,-3,99,104,-0.6,101,0
O=C(Nc1ccccc1SCC1CSc2nc3ccccc3c(=O)n21)c1ccccc1 (stereo unspecified),101,103,5,102,6,-1,100,103,-3.0,101,-10
CC(C)NS(=O)(=O)c1ccc(CCC(=O)NCc2ccco2)cc1,99,100,22,99,.,8,97,105,-0.3,102,14
COc1ccc(CCn2c(NCCCN3CCOCC3)nc3c2c(=O)[nH]c(=O)n3C)cc1,100,102,13,102,-8,2,100,105,0.7,104,0
O=c1[nH]c2ccc(Cl)cc2c(-c2ccccc2)c1SC(=S)N1CCOCC1,100,101,10,99,.,1,98,106,0.6,100,-26
Cn1c(=O)c2cc(S(=O)(=O)NCCC(=O)NCCc3ccc(Cl)cc3)ccc2n(C)c1=O,95,97,8,97,.,-1,101,98,0.3,98,-1
COCCN(C(=O)c1ccccc1OC1CCN(S(C)(=O)=O)CC1)C(C)C,95,95,6,96,1,0,93,96,0.2,97,3
CC(C)c1nc2ccc(Br)cn2c1NC1CCCC1,95,97,8,93,-4,0,99,98,0.4,98,24
CC1(C)CC2(CCO1)OC(=O)CC2C(=O)Nc1cccc2ccccc12 (stereo unspecified),100,101,32,106,-2,2,98,108,0.5,103,17
Cc1ccc(C)c(OCCCC(=O)Nc2ccccc2C(N)=O)c1,95,97,8,96,2,11,97,96,0.3,97,-3
C/C=C(/C)C(=O)O[C@@H]1c2c(ccc3ccc(=O)oc23)O[C@@H]1C(C)(C)OC(C)=O,97,100,9,99,-4,15,101,100,1.2,99,6
C/C(=N\NC(=O)C1CC1(C)c1ccccc1)c1ccco1 (stereo unspecified),99,101,13,102,3,7,102,103,0.5,100,-3
CCCCCCCNC(=O)CC(NS(=O)(=O)c1ccc(NC(C)=O)cc1)C(C)C (stereo unspecified),99,98,10,103,.,1,96,107,0.6,99,9
CC(=O)Nc1ccc2nc(NC(=O)COc3ccccc3)sc2c1,96,98,6,96,-6,-1,106,96,-0.2,98,16
CCc1cc2cc(OC)ccc2nc1SCC(=O)Nc1cc(OC)c(OC)cc1C(=O)O,?,?,10,?,-14,-2,?,?,-0.3,?,24
COc1ccc(S(=O)(=O)N2CCCC(C(=O)NCc3ccccn3)C2)cc1Cl (stereo unspecified),96,99,12,98,-12,3,96,96,1.3,95,23
O=C(O)c1ccc2nc(C(F)(F)F)[nH]c2c1,96,98,12,98,-1,1,96,99,-0.5,97,15
